# Screening data deposited in PubChem BioAssay by National Center for Advancing Translational Sciences (NCATS).
# 12-LOX inh: Primary qHTS assay for inhibitors of human arachidonate 12S-lipoxygenase (ALOX12): Round 2 | purified 12hLO, xylenol orange hydroperoxide absorbance | Potency, µM (top dose mostly 108 µM), without a hit: at the top dose activity change, negative = inhibition, hits mostly inhibitors | hit rate 1.1% among 580,000; also: potency is read from the fitted curve at half-maximal effect; % is scaled to controls: 0 for no effect and ±100 for the full control effect
# Target sequence (P18054 whole entry, looked up): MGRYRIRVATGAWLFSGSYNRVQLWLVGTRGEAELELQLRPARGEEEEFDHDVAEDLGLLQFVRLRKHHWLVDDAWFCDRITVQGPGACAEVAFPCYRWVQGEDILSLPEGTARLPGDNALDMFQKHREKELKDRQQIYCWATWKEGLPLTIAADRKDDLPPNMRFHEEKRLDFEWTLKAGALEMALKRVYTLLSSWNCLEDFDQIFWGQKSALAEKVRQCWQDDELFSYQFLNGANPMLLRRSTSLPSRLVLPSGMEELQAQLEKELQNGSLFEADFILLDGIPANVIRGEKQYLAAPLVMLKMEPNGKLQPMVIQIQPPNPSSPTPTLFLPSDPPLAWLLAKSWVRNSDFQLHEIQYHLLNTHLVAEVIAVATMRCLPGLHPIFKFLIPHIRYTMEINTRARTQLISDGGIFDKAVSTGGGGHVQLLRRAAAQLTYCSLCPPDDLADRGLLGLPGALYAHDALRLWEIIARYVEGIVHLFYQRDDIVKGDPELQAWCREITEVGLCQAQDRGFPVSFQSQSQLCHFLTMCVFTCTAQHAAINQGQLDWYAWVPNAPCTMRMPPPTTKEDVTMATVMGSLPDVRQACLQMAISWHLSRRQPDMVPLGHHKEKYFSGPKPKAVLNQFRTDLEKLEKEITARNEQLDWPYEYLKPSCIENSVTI
#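 Purified human 12hLO (150 nM final) in 25 mM Hepes, 0.01% Triton X-100, pH 7.0 was preincubated 15 min at room temperature with compound. Then 40 uM arachidonic acid was added, 30 min. Hydroperoxide was read by Fe-XO absorbance ratio 573/405 nm.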
# TRHR agonist: qHTS for Small Molecule Agonists and Allosteric Enhancers of Human TRH Receptor: Primary Screen for Agonists | activation, % at 2 µM | TRHR cells, calcium flux fluo-8, FDSS agonist mode | AID 493084, 2011 | Thyrotropin-releasing hormone receptor (Homo sapiens), P34981 | hit rate 0.18% among 360,000; in the data active = activation above about 30%; also: 0% is about no effect
#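 Fluo-8-loaded TRHR cells; 10 s baseline, compound added, kinetic Ca2+ fluorescence read 1/s, agonist mode.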
# Apoferritin bind: qHTS Assay for Identification of Novel General Anesthetics. Ferritin light chain (Equus caballus), P02791. apoferritin/1-aminoanthracene competitive binding, fluorescence. Potency, µM (titrated, usually from 77.5 µM), for the others: at the top dose activity change, negative = displacement, most hits filed as inhibitors. hit rate 0.074% among 350,000. AID 485281, 2010; also: potency is read from the fitted curve at half-maximal effect; % is scaled to controls: 0 for no effect and ±100 for the full control effect; nearly all actives have a fitted effect of over 20% in size
# Target sequence (P02791 2-175 limits assumed): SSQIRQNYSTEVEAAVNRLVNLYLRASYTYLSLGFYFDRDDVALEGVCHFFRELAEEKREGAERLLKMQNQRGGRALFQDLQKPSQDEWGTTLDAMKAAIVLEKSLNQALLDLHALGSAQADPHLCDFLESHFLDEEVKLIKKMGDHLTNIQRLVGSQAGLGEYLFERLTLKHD
#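 Apoferritin-based anesthetic binding model; compound displacement of fluorescent 1-AMA measured as endpoint fluorescence after 10 minutes at room temperature, scaled to free-ligand and complex controls.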
# BLM inh: qHTS Assay for Inhibitors of Bloom's syndrome helicase (BLM); Potency, µM (titrated, usually from 56.1 µM), inactives show top-dose activity change, negative = inhibition, actives largely listed as inhibitors; hit rate 0.2% among 350,000; RecQ-like DNA helicase BLM (Homo sapiens), P54132; AID 2528, 2010; recombinant BLM DNA unwinding, fluorescence dequenching;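 also: potency is read from the fitted curve at half-maximal effect; plate controls were vehicle for no effect and no enzyme for full effect; nearly all actives have a fitted effect of over 35% in size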
# Pol beta inh: qHTS Assay for Inhibitors of DNA Polymerase Beta; AID 485314, 2010; Pol beta primer extension/strand displacement, fluorescence kinetic; hit rate 1.3% among 340,000; Potency, µM (titrated, usually from 114 µM), for inactives: at the highest dose activity change, negative = inhibition, usual class: inhibitors; also: potency is read from the fitted curve at half-maximal effect; % is scaled to controls: 0 for no effect and ±100 for the full control effect
#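 Reaction started by 50 nM substrate onto compound-treated Pol beta (10 nM, 15 min preincubation, room temperature); plates read at 0 min and 10 min. Normalized concentration-effect data fitted by four-parameter Hill equation.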
# ERG Ets-DNA blk: qHTS for Small Molecule Inhibitors of the ERG Ets/DNA interaction | Transcriptional regulator ERG (Homo sapiens), P11308 | fluorescence polarization, His-ERG Ets domain / labelled DNA | Potency, µM (highest dose often 76.9 µM), inactives show at the highest dose FP activity, negative = inhibition, most hits filed as inhibitors | hit rate 0.028% among 370,000 | AID 624246, 2012; active = well fitted inhibition curve with a large enough effect in the polarisation, with a control signal flat; inconclusive = small, poorly fitted or top-dose-only effect, or effect the other way, or a change in a side signal; inactive = no such curve, though single readings can be large or run the other way; the % refers to the polarisation;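 also: polarization taken with two DNA probes labelled with fluorescein and Texas red; potency is read from the fitted curve at half-maximal effect; % of control where 0% means no effect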
#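 His-tagged ERG Ets domain (1 uM in the protein solution; 300mM KCl, 50mM Tris-HCl, 1mM EDTA, 1mM DTT, pH 7.5) received compound, then a probe mix of 5 nM fluorescein-DNA and 100nM Texas-615-DNA. Fluorescence polarization was read for both dyes.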
# Pol iota inh: qHTS for Inhibitors of Polymerase Iota; DNA polymerase iota (Homo sapiens), Q9UNA4; Pol iota fluorescent replication assay, 10 min; Potency, µM (doses to about 115 µM), inactives show at the top dose activity, negative = inhibition, most hits filed as inhibitors; hit rate 1% among 390,000; AID 588590, 2011; also: potency is read from the fitted curve at half-maximal effect
#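 Pol iota at 10 nM preincubated 15 min with compounds at room temperature; reaction started with fluorescent substrate, 50 nM final. Fluorescence read kinetically at 0 and 10 min; buffer-only wells as negative control.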
# Pol kappa inh: qHTS for Inhibitors of Polymerase Kappa | Potency, µM (top dose mostly 107 µM), without a hit: top-dose activity, negative = inhibition, usual class: inhibitors | hit rate 0.53% among 400,000 | purified Pol kappa, fluorescent DNA synthesis assay, 10 min; also: potency is read from the fitted curve at half-maximal effect; % is scaled to controls: 0 for no effect and ±100 for the full control effect
#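 Readout: fluorescence, taken kinetically at 0 and 10 min. Conditions: 10 nM Pol kappa, 15 min RT compound preincubation, 50 nM substrate final. Controls: enzyme-free buffer wells.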
# APEX1 inh: qHTS Assay for Inhibitors of the Human Apurinic/apyrimidinic Endonuclease 1 (APE1); DNA repair nuclease/redox regulator APEX1 (Homo sapiens), P27695; recombinant APE1, TAMRA/BHQ-2 abasic DNA cleavage fluorescence; Potency, µM (series often up to 65.8 µM), without a hit: top-dose activity change, negative = inhibition, usual class: inhibitors; hit rate 0.35% among 350,000;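 also: potency is read from the fitted curve at half-maximal effect; plate controls were vehicle for no effect and reference inhibitor for full effect; nearly all actives have a fitted effect of over 55% in size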
#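 Measures dequenching upon AP-site incision of a 5'-TAMRA/3'-BHQ-2 THF-containing duplex, 50 nM; human APE1 0.75 nM after 15 min room-temperature exposure to compound; kinetic three-point read at one-minute spacing.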
# Active calls of the source: *; ? = inconclusive; · = no result given; & = joins results of further samples; [ ] = dose if it differs, or a comment. Unless noted, calls follow the shape of the dose curve; as a rule, active = well fitted curve in the direction sought with a large enough effect; inconclusive = small, poorly fitted or top-dose-only effect, or another doubt; inactive = no such curve, though single readings can be large; an effect the other way counts as inactive or inconclusive.
cpd | canonical_smiles | 12-LOX inh | TRHR agonist | Apoferritin bind | BLM inh | Pol beta inh | ERG Ets-DNA blk | Pol iota inh | Pol kappa inh | APEX1 inh
1 | CCOC(=O)N1CCC(NC(=O)C2CCN(S(=O)(=O)c3cccc4cccnc34)CC2)CC1 | · | -1.4 | -6% | 1% | -2% | 10% | 14% | 2% | -3%
2 | CC(C)CN1CCC2(CC1)CCN(C(=O)c1cnccn1)CC2 | -2%[57.4 µM] | · | · | 0% | · | · | · | 0%[60.1 µM] | 1%
3 | CCOc1ccc(-n2cc(C(=O)Nc3cccc(Cl)c3)c3cc(OC)c(OC)cc3c2=O)cc1 | -6% | -0.6 | 2% | -7% | 2% | 1% | -3% | 5% | -1%
4 | NS(=O)(=O)c1ccc(CCNC(=O)c2ccccc2-c2ccccc2)cc1 | -6% | 0.1 | -18% | -2% | 9% | 0% | 119%[activator] | -9% | 6%
5 | O=C(NC12CC3CC(CC(C3)C1)C2)N1CCN(c2ncccn2)CC1 | 3% | 0.1 | -7% | -2% | -25% | -5% | 19% | -10% | -1%
6 | CCCNC(=O)CCNC(=O)c1ccc(C(C)(C)C)cc1 | -2% | -0.6 | -7% | -2% | 17% | 4% | 3%[58.9 µM] | 0% | 6%
7 | O=C(CCCCCN1C(=O)c2cccc3cccc(c23)C1=O)N1CCOCC1 | 4% | -0.9 | 5% | -9% | -13% | -9% | 184%[activator] | -2% | 1%
8 | CCCOc1ccc(C2C(=O)N(C3CCCCC3)CC(=O)N2CCC)cc1OC (centres undefined) | 22% | -0.7 | -9% | 0% | 1% | -4% | 35%[activator] | 0% | 0%
9 | CCCCS(=O)CC(CS(=O)CCCC)OC(=O)c1ccc(C)cc1 (centres undefined) | 342%[activator][57.4 µM] | 0.9 | 4% | -5% | 4% | -1% | 9% | -8% | 0%
10 | CC1=Nc2cccc3cccc(c23)N1C | 20% | -0.1 | -8% | 21% | -1% | -2% | 24% | -17% | 0%
11 | c1ccc(CSc2ncn(-c3ccccc3)n2)cc1 | 16% | 0.0 | ? | -3% | 1% | -1% | 0% | -11% | 3%
12 | COc1cc(-c2noc(CCC(=O)Nc3cc(C)ccc3C)n2)cc(OC)c1OC | -16% | -0.4 | -15% | 0% | 19% | 5% | -16% | -12% | ·
13 | CCN(CC)CCN1CNC(=S)N(c2ccccc2OC)C1 | ? | -0.1 | 2% | -6% | 37% | -3% | 32%[activator] | -14% | 9%
14 | COc1cc(C(=O)Nc2ccc(S(=O)(=O)NC(C)(C)C)cc2)cc(OC)c1OC | -14% | -0.1 | ? | -2% | -1% | -6% | 5% | -5% | -1%
15 | FC(F)Oc1ccc(NC(=S)N2CCc3ccccc32)cc1 | -22% | -0.1 | -13% | -10% | ? | -9% | 72%[activator] | 4% | -7%
16 | O=c1c2ccccc2nc(-c2ccc(Cl)cc2)n1CCCOc1ccccc1F | -12% | 0.2 | 5% | -4% | -8% | 7% | 16% | -4% | ·
17 | Clc1ccc(SCc2cc(-c3ccc(Cl)cc3)on2)cc1 | 325%[activator] | 1.6 | 6% | -5% | 3% | -1% | 25% | -8% | -1%
18 | Cc1ccc(NC(=O)C2CCCN(S(=O)(=O)c3ccc4c(c3)CCCC(=O)N4)C2)cc1Cl (centres undefined) | 0% | 0.5 | -9% | 0% | 2% | -2% | 20% | -7% | ·
19 | O=C(COc1nncc2ccccc12)NCC(F)(F)F | 8% | -0.1 | -6% | -1% | 4% | -3% | 26% | 0% | -2%
20 | CC(C)c1ccc(NC(=S)N2CCCC2)cc1 | 5% | 0.0 | -15% | 0% | 34% | -8% | -13% | 2% | -2%
21 | O=C(c1cc(C(F)(F)F)cc(C(F)(F)F)c1)N1CCC2(CCCN(Cc3ccccc3)C2)CC1 | 5%[57.4 µM] | · | · | -1% | · | · | · | -14%[60.1 µM] | 0%
22 | COc1ccccc1OCc1nc(C#N)c(NCc2ccco2)o1 | ? | -1.5 | -5% | -3% | 1% | -3% | 4% | -16% | -3%
23 | O=C(Nc1nc2n(n1)C(c1ccc(F)cc1)C=C(c1ccccc1)N2)c1ccc(Cl)cc1 (centres undefined) | ? | -0.1 | -9% | 0% | 21% | -2% | 35%[activator] | 5% | ·
24 | COc1ccc(O[C@H]2C=C[C@@H](c3ccccc3)O[C@@H]2CO/N=C(\C)CCN2CCCCc3nc(C)c(C)cc32)cc1 | -5% | -0.1 | 6%[15.3 µM] | 0%[12.4 µM] | ? | · | · | · | 13%[12.4 µM]
25 | CC1CC(C)CN(S(=O)(=O)c2ccc(NC(=O)CN3C(=O)NC(C)(c4ccccc4)C3=O)cc2)C1 (centres undefined) | -42% | 0.8 | -8% | -11% | ? | ? | 11% | -19% | -27%
26 | Fc1ccc(C(c2nnc(-c3ccccc3)o2)N2CCN(c3ccccc3)CC2)c(Cl)c1 (centres undefined) | -14% | 0.5 | -5% | -7% | 9% | -4% | 11% | -11% | ·
27 | COC(=O)c1cccnc1SCc1ccccc1 | 0% | -0.5 | -17% | 0% | -2% | 8% | -9% | -8% | -4%
28 | CS(=O)(=O)c1cccc(C(=O)OCC(=O)NCc2cccs2)c1 | 30%[activator] | 0.7 | · | · | · | -4% | 0% | 0% | -15%
29 | O=C(NN=C1CCCCCCC1)c1ccc2ccccc2n1 | 1% | -1.3 | -23% | -1% | 1% | 0% | 22% | -5% | ?
30 | Cc1cc(O)c(C(C)C)cc1NC(=O)Nc1cc(Cl)ccc1Cl | ? | · | · | · | · | 7% | 5% | 0% | ·
31 | Cc1ccc(Cl)c(N/C=C/C(=O)c2ccccc2)c1 | 1% | 0.8 | -20% | -6% | 0% | -6% | 11% | -17% | -10%
32 | CC(=O)N1c2ccc(S(=O)(=O)NCC3CCC(C(=O)Nc4ccc(C)c(C)c4)CC3)cc2CC1C (centres undefined) | -21% | 0.6 | -2% | -3% | 27% | 2% | 0% | -1% | ·
33 | NNc1nc(Nc2ccccc2)nc(Nc2ccccc2)n1 | -1% | -0.1 | -1% | -11% | 13% | 9% | 3% | -12% | 4%
34 | COc1ccc(-c2nsc3c(N4CCN(S(=O)(=O)c5ccccc5)CC4)ncnc23)cc1 | · | 1.4 | -6% | 1% | -1% | · | · | · | 0%
35 | O=C(CNC(=O)C1CCCCC1)NCCCO | -11% | 0.4 | -19% | -3% | 27% | 5% | -9% | 0% | -2%
36 | CC(=O)Nc1ccc(S(=O)(=O)N(C)CC(=O)OCC(=O)N2CCc3ccccc32)cc1 | ? | 0.0 | ? | 3% | -6% | 7% | -4% | 2% | 0%
37 | CCC(C)n1ncn(-c2ccc(N3CCN(c4ccc(O)cc4)CC3)cc2)c1=O (centres undefined) | -21% | 0.9 | -6% | -6% | 5% | -3% | 16% | 5% | 3%
38 | CNc1c(NS(=O)(=O)c2cc(Cl)ccc2OC)c(=O)oc2ccccc12 | -25% | 0.7 | -8% | 0% | 48% | 4% | -15% | 5% | -3%
39 | CC1CCN(C(=O)C(=O)c2cn(CC(=O)N3CCCC3)c3ccccc23)CC1 | 494%[activator] | 0.3 | -15% | 0% | 15% | 0% | 30%[activator] | -24% | -16%
40 | Cc1nccn1Cc1ccccc1 | -2% | -0.7 | -5% | -2% | -2% | -18% | 15% | 0% | -9%
41 | Cc1cc(C)nc(NNC2=CC(=O)CC(C)(C)C2)n1 | -6% | 0.7 | -9% | 0% | 2% | 11% | 39% | -2% | -3%
42 | O=C(CSc1nc2c(oc3ccccc32)c(=O)n1-c1ccccc1F)Nc1ccccc1 | -21% | 1.2 | 1% | -5% | 0% | -1% | -11% | 2% | ·
43 | O=C(Nc1cccc([N+](=O)[O-])c1)C1C2CCCCC21 (centres undefined) | 28% | 1.0 | -11% | 2% | 13% | -5% | 5% | -6% | 3%
44 | CCN(CC)CCOc1ccc(C(O)(Cc2ccc(Cl)cc2)c2ccc(C)cc2)cc1 (centres undefined) | -24%[22.9 µM] | · | -23% | 0%&0% | · | · | · | -2%[19.4 µM] | ?
45 | CC(C)(C)C1CCc2onc(C(=O)NC3CCCC3)c2C1 (centres undefined) | 7% | -0.4 | ? | -5% | -1% | 1% | 3% | -7% | 0%

# The list is partial, so the mix of outcomes need not match the whole.
